# From PubChem
# RNase H inhibition = RNase H inhibition, HIV 1 Gag Pol polyprotein, FRET biochemical assay, screening (AID 372). HIV-1 RT RNase H, FRET RNA/DNA substrate fluorescence; higher % means a stronger effect. inhibition, % at 10 µM, or IC50 in µM where a hit was titrated. 100,000 tested, 0.77% active; in the data active = inhibition above about 50%
# Starred values were filed as active, the others as inactive. Some of the compounds tested; rates above refer to the full screens.
SMILES,RNase H inhibition
NS(=O)(=O)c1ccc(NC(=O)CSC2=NC(=O)C(c3ccccc3)C(=O)N2)cc1 (stereo not given),3%
NC(=O)c1ccccc1NC(=O)COc1ccc(Br)cc1Cl,10%
CN(C)CCC(=O)c1ccc(O)cc1,0%
O=C(Nc1ccc(-c2nc3ccccc3s2)c(O)c1)c1ccc(Cl)cc1Cl,18%
Cc1ccc(NC(=S)NC(=O)c2ccc(I)cc2)cc1,14%
COc1ccc(C2C(C(=O)OCCc3ccccc3)=C(C)NC3=C2C(=O)CC(c2ccccc2)C3)cc1 (stereo not given),13%
Cc1ccc(C(=O)NC(=S)Nc2cccc(Cl)c2C)cc1,3%
O=C(O)C1Nc2c(C(=O)N3CCCC3)cccc2C2C=CCC12 (stereo not given),9%
Cc1nnc(NC(=O)c2ccc([N+](=O)[O-])cc2Cl)s1,4%
CCN(CC)CC(=O)c1ccc(-c2ccccc2)cc1,13%
CCCCSC(=S)NC1CCS(=O)(=O)C1 (stereo not given),0%
O=C(N/N=C/c1cccc(Cl)c1Cl)c1cc(O)cc(O)c1,4%
CCCC1=C(C(=O)OCC)C(c2ccc(F)cc2)C(C#N)=C(N)O1 (stereo not given),15%
Cc1cc(C(C)(C)C)nc2[nH]n(-c3ccccc3)c(=O)c12,3%
O=C1CC(c2ccc(F)cc2)Sc2nc(-c3ccccc3)nn21 (stereo not given),0%
Cc1cc(Br)ccc1NC(=O)c1c(-c2c(Cl)cccc2Cl)noc1C,10%
Cc1ccc(-c2csc(/C(C#N)=C/c3ccco3)n2)cc1,11%
COc1ccc(C(=O)Nc2cc(C(N)=O)ccc2OC)cc1,7%
COC(=O)C1=C(C(=O)OC)SC(=C2C(=S)C(C)(C)N(C(=O)C(F)(F)F)c3cc(C)ccc32)S1,19%
COc1ccc(/C=C/C(=O)c2nc3ccccc3n2C)c2c(OC)cccc12,11%
COc1ccc(/C=C/C(=O)Nc2c(C(C)C)cccc2C(C)C)cc1,9%
CN1CCC(=NNC(=O)C(=O)NCc2ccncc2)CC1,10%
O=C(NC(=S)Nc1ccc(N2CCOCC2)c(Cl)c1)c1ccco1,25%
O=C(Nc1nnc(SCc2ccc(Cl)cc2Cl)s1)Nc1ccccc1F,33%
COc1ccc(NC(=O)OCC(F)(F)C(F)F)cc1Cl,16%
CCOC(=O)C1=C(C)N=c2s/c(=C\c3ccccc3OCc3ccccc3Cl)c(=O)n2C1c1ccc(Cl)cc1 (stereo not given),0%
COCCOC(=O)C1=C(C)NC(=O)NC1c1ccc(N(C)C)cc1 (stereo not given),4%
COc1ccc(C(=O)Nc2ccccc2C(=O)NC(C(=O)Nc2cccc(C)c2)C(C)C)cc1 (stereo not given),0%
CC(C)C(=O)N1CCC(Cc2ccccc2)CC1,3%
Cc1ccc(O)c(NC(=O)c2cc3nc(-c4cccs4)cc(C(F)(F)F)n3n2)c1,0%
CN(C)c1ccc(/C=C2\SC(=S)NC2=O)cc1Br,17%
COc1ccc(S(=O)(=O)N(CC(=O)N2CCCC2)c2ccc(C)cc2)cc1OC,15%
CCOC(=O)C1=C(C)N=c2s/c(=C/c3cc(OC)c(OC)c(OC)c3)c(=O)n2C1c1ccccc1 (stereo not given),9%
CCOc1cc(/C=C(/C#N)C(=O)Nc2cc(Cl)ccc2Cl)ccc1O,51%*
COc1ccc(C2CC(=O)C3=C(C2)NC(C)=C(C(=O)OCCc2ccccc2)C3c2cc(Cl)c(O)c(OC)c2)cc1 (stereo not given),6%
CCOc1cc(/C=N\NC(=O)c2ccc(Br)cc2)c(Br)c(Br)c1O,24%
COc1ccccc1OCC(=O)n1nc(C)cc1C,3%
Cc1ccccc1N1C(=O)NC(=O)/C(=C\c2cccn2-c2ccc(Cl)cc2)C1=O,42%
CC1=C(C(=O)OCc2ccc(C)cc2)C(c2cccc(Cl)c2)NC(=O)N1 (stereo not given),24%
O=C(NC1CCS(=O)(=O)C1)C12CC3CC(CC(C3)C1)C2 (stereo not given),10%
COc1cc(Br)c(/C=C2/C(=O)N(c3ccc(C)cc3)N=C2C)cc1OC,10%
O=[N+]([O-])c1ccc(N[C@H]2O[C@H](CO)[C@@H](O)[C@@H]2O)cc1,0%
CC(C)(C)c1cc(N=Cc2ccc(F)cc2)c(O)c(C(C)(C)C)c1,7%
Cc1ccnc(NS(=O)(=O)c2ccc(NS(=O)(=O)c3ccc([N+](=O)[O-])cc3)cc2)n1,7%
CCN(CC)c1ccc(N=Cc2cc([N+](=O)[O-])ccc2Cl)cc1,14%
O=c1c2ccccc2[nH]c(=S)n1Cc1ccccc1,0%
Clc1ccccc1N1N=C(c2ccc(Br)cc2)CC1c1cccs1 (stereo not given),13%
C/C(=N/Nc1nc2ccccc2s1)c1ccc(C)cc1,6%
O=C(O)CCCCCN1C(=O)/C(=C/c2ccc([N+](=O)[O-])cc2)SC1=S,4%
CC(=O)Oc1ccccc1/C=C1\C=C(c2ccc(Cl)cc2)OC1=O,7%
CCOC(=O)c1c(NC(=O)c2ccc(OC)cc2)sc2c1CCC2,21%
COc1ccc(C2SCc3cc(C)c(C)cc3CS2)cc1OC,0%
COc1cc(C2C(C#N)=C(N)Oc3cc(N)ccc32)ccc1O (stereo not given),0%
Cc1cc(OCC(=O)Nc2ccc(Cl)c([N+](=O)[O-])c2)ccc1Cl,3%
Cc1ccc(N2C(=O)NC(=O)/C(=C\c3ccc(O)c(Br)c3)C2=O)cc1,16%
Cc1nnc(NC(=O)CSCCSCC(=O)Nc2nnc(C)s2)s1,6%
CCC(=O)NC(c1ccc(OC)c(OC)c1)c1c(OC(C)=O)ccc2ccccc12 (stereo not given),6%
O=[N+]([O-])c1ccc(-n2cccc2/C=N/Nc2nc(N3CCOCC3)nc(N3CCOCC3)n2)cc1,2%
O=[N+]([O-])c1ccc(S(=O)(=O)N2CCN(c3cccc(Cl)c3)CC2)cc1,5%
Cc1ccc(NC(=O)c2c(NC(=O)c3ccccc3Cl)sc3c2CCC3)cc1,10%

# (listing goes on)
SMILES,RNase H inhibition
CCC1=NN2C(=N)/C(=C/c3ccc4c(c3)OCO4)C(=O)N=C2S1,3%
O=C(Nc1ccc(O)cc1)c1ccccc1F,8%
O=C1C(=O)N(c2nccs2)C(c2ccc([N+](=O)[O-])cc2)/C1=C(/O)c1ccccc1 (stereo not given),0%
O=C1CC(NCc2ccc3c(c2)OCO3)C(=O)N1c1ccc(F)cc1 (stereo not given),0%
CCOC(=O)C1=C(C)N=c2s/c(=C\c3ccc(-c4cccc(C(=O)OCC)c4)o3)c(=O)n2C1c1ccccc1Cl (stereo not given),0%
COc1ccc(/C=C2\SC(=O)N(CCCC(=O)Nc3ccc(C(=O)O)cc3)C2=O)cc1,4%
COc1ccc(OC)c(C2Nc3ccccc3NC3=C2C(=O)CC(c2ccc(Cl)cc2)C3)c1 (stereo not given),0%
O=C1NN(c2ccc(Cl)c(Cl)c2)C(=O)/C1=C\c1ccc(-c2cc(Cl)ccc2Cl)o1,27%
O=c1[nH]c2ccc(Br)cc2c(-c2ccccc2)c1N1CCCCC1,38%
Cc1cc(/C=C2/SC(=O)NC2=O)c(-c2ccccc2)n1-c1ccccc1,25%
CCN1CCN(CC(=O)N/N=C/c2ccc(Cl)cc2)CC1,0%
COc1cccc(COc2cc3oc(=O)cc(-c4ccccc4)c3cc2Cl)c1,11%
COc1ccccc1N/C=C/C(=O)c1ccc(Br)cc1,1%
COc1cc(C=O)ccc1OCCOCCOc1cccc(C)c1C,27%
CCOc1cccc(-c2cc(C(=O)N3CCN(C)CC3)c3ccccc3n2)c1,1%
COc1ccc2oc(=O)c(C(=O)Nc3ccc(Cl)c(Cl)c3)cc2c1,8%
Cc1ccc(/C=N/NC(=O)c2cccc(F)c2)cc1,0%
O=C(CCCN1C(=O)/C(=C/c2ccc(F)cc2)SC1=S)Nc1cccc(C(=O)O)c1,0%
O=C1C(Cl)=C(N2CCOCC2)C(=O)C(Cl)=C1/C=C/N1CCOCC1,26%
COc1cc(NC(=O)c2ccc(C(C)(C)C)cc2)c(OC)cc1NC(=O)c1ccc(C(C)(C)C)cc1,18%
CCOc1cc(/C=N/n2nnnc2N)ccc1O,9%
CCCCCCC1OCC2(CO)C(C)C=C(C)C1C2C (stereo not given),2%
COc1ccc(/C(N)=N/OC(=O)c2cccc(Br)c2)cc1,10%
C=CCN1C(=O)/C(=C\c2ccc(OC)c(Br)c2)SC1=S,13%
CCOC(=O)c1[nH]c(=O)[nH]c1CSc1nc(O)c(CC)c(=O)[nH]1,0%
CCc1cc(=O)oc2cc(OC/C=C/c3ccccc3)ccc12,1%
COc1cc([N+](=O)[O-])ccc1-c1ccc(/C=N/NC(C)=O)o1,37%
COc1ccc(OC)c(N=Cc2c(O)n(-c3ccccc3C)c(=O)[nH]c2=O)c1,7%
CCOc1ccc(/C=C(\C#N)c2[nH]nc(N)c2C#N)cc1OCC,5%
Cc1ccc(C(=O)O)cc1NC(=O)C1CC=CCC1C(=O)O (stereo not given),10%
Cc1cc(C)c(S(=O)(=O)NC2CCSC2=O)c(C)c1 (stereo not given),0%
O=C1NC(=O)C(=Cc2ccc(-c3ccccc3Cl)o2)C(=O)N1,39%
C[n+]1cccc(C(=O)NCCO)c1,2%
COC(=O)CN(c1cc(C)ccc1OC)S(C)(=O)=O,0%
O=C1NC2(c3ccccc3)NC(=O)NC2(c2ccc(C34NC(=O)NC3(c3ccccc3)NC(=O)N4)cc2)N1 (stereo not given),3%
COc1ccc(N2C(=O)C3C4C=CC(CC4)C3C2=O)cc1 (stereo not given),7%
O=C1CSC(=S)N1c1ccc(F)c(Cl)c1,4%
C/C(=N\NC(=O)COc1ccc(Cl)cc1Cl)c1ccc([N+](=O)[O-])cc1,27%
C=CCOc1cccc(/C=N/NC(=O)C(=O)Nc2cccc(Br)c2)c1,1%
O=C(NC(=S)Nc1ccc([N+](=O)[O-])cc1)c1ccc(-c2ccc(Cl)cc2)o1,10%
O=C(c1ccc(F)cc1)N1CCN(Cc2ccccc2Cl)CC1,0%
CCN(CC)CCN1C(=O)C(O)=C(C(=O)/C=C/c2ccccc2)C1c1ccc(Br)cc1 (stereo not given),7%
Cc1ccc(NC(=O)c2cccc(Cl)c2)c(Br)c1,8%
C=CCn1c(O)c(/C=C2\C(C)=Nc3ccccc32)c(=O)[nH]c1=S,15%
C/C(Cl)=C/Cc1c(C)[nH]c2ccc(C)cc2c1=O,14%
CCOC(=O)c1cc(CC)sc1NC(=O)c1cc([N+](=O)[O-])ccc1N1CCOCC1,4%
O=c1oc2c(Cl)cc(Cl)cc2cc1-c1nc(-c2cccs2)cs1,4%
Cc1ccc(C(=O)O)cc1N1C(=O)c2ccccc2C1=O,0%
COc1ccc2c(C)c(Cl)c(=O)oc2c1C,14%
COc1ccc(OC)c(/C=N/NC(=O)c2ccc(C(C)(C)C)cc2)c1,11%
Nc1cccc(C(=O)Nc2ccc(N)cc2Cl)c1,7%
CN(C)c1ccc(/C=C2\C(=O)NC(=O)N(Cc3ccccc3)C2=O)cc1Br,13%
CCC(=O)Nc1cccc(NC(C)=O)c1,9%
O=C(Nc1cccc(-c2nc3ccccc3[nH]2)c1)c1ccccc1[N+](=O)[O-],14%
Cc1ccc(C(=O)N/C(=C\c2cccc(Br)c2)C(=O)N2CCCCC2)cc1,17%
O=C(CCNC(=O)OCc1ccccc1)Oc1ccc2c(c1)oc(=O)c1ccccc12,12%
COc1cc(C=O)ccc1OCCCOc1c(C)cc(C)cc1Br,18%
CC(=O)Nc1ccc(OC(=O)c2cc([N+](=O)[O-])ccc2Cl)cc1,21%
Cc1[nH]c2c(Cl)cccc2c(=O)c1CN1CCN(C)CC1,2%
CC(=O)c1cccc(NC(=O)c2cccc(F)c2)c1,4%

# Following part:
SMILES,RNase H inhibition
CC(=O)c1cccc(NC(=S)NC(=O)c2cccc3c(Br)cccc23)c1,43%
COc1ccc(-c2nnc(-c3ccc(OC)c(OC)c3)o2)cc1OC,15%
O=[N+]([O-])c1ccc(-c2ccc(/C=N/n3cnnc3)o2)c(Br)c1,12%
O=C(OCCOc1ccccc1)c1sc2ccccc2c1Cl,14%

# A second format for 25 compounds above:
canonical_smiles | RNase H inhibition
O=C(NC(=S)Nc1ccc([N+](=O)[O-])cc1)c1ccc(-c2ccc(Cl)cc2)o1 | 10%
O=C(c1ccc(F)cc1)N1CCN(Cc2ccccc2Cl)CC1 | 0%
CCN(CC)CCN1C(=O)C(O)=C(C(=O)/C=C/c2ccccc2)C1c1ccc(Br)cc1 (stereo not given) | 7%
Cc1ccc(NC(=O)c2cccc(Cl)c2)c(Br)c1 | 8%
C=CCn1c(O)c(/C=C2\C(C)=Nc3ccccc32)c(=O)[nH]c1=S | 15%
C/C(Cl)=C/Cc1c(C)[nH]c2ccc(C)cc2c1=O | 14%
CCOC(=O)c1cc(CC)sc1NC(=O)c1cc([N+](=O)[O-])ccc1N1CCOCC1 | 4%
O=c1oc2c(Cl)cc(Cl)cc2cc1-c1nc(-c2cccs2)cs1 | 4%
Cc1ccc(C(=O)O)cc1N1C(=O)c2ccccc2C1=O | 0%
COc1ccc2c(C)c(Cl)c(=O)oc2c1C | 14%
COc1ccc(OC)c(/C=N/NC(=O)c2ccc(C(C)(C)C)cc2)c1 | 11%
Nc1cccc(C(=O)Nc2ccc(N)cc2Cl)c1 | 7%
CN(C)c1ccc(/C=C2\C(=O)NC(=O)N(Cc3ccccc3)C2=O)cc1Br | 13%
CCC(=O)Nc1cccc(NC(C)=O)c1 | 9%
O=C(Nc1cccc(-c2nc3ccccc3[nH]2)c1)c1ccccc1[N+](=O)[O-] | 14%
Cc1ccc(C(=O)N/C(=C\c2cccc(Br)c2)C(=O)N2CCCCC2)cc1 | 17%
O=C(CCNC(=O)OCc1ccccc1)Oc1ccc2c(c1)oc(=O)c1ccccc12 | 12%
COc1cc(C=O)ccc1OCCCOc1c(C)cc(C)cc1Br | 18%
CC(=O)Nc1ccc(OC(=O)c2cc([N+](=O)[O-])ccc2Cl)cc1 | 21%
Cc1[nH]c2c(Cl)cccc2c(=O)c1CN1CCN(C)CC1 | 2%
CC(=O)c1cccc(NC(=O)c2cccc(F)c2)c1 | 4%
CC(=O)c1cccc(NC(=S)NC(=O)c2cccc3c(Br)cccc23)c1 | 43%
COc1ccc(-c2nnc(-c3ccc(OC)c(OC)c3)o2)cc1OC | 15%
O=[N+]([O-])c1ccc(-c2ccc(/C=N/n3cnnc3)o2)c(Br)c1 | 12%
O=C(OCCOc1ccccc1)c1sc2ccccc2c1Cl | 14%
